PvdQ acylase – P. aeruginosa PvdQ acylase inhibition | purified PvdQ acylase, fluorescence plate reader | inhibition, % at 10 µM | 0.063% of 340,000 active | AID 488965; in the data active means inhibition above about 30%, passing the limit was not always enough; inconclusive means no clear call, values can overlap the other calls;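 further: 0% = vehicle neutral wells and 100% = reference inhibitor wells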
Keap1 Nrf2 FP – inhibitors of human Keap1-Nrf2 protein-protein interaction. Q14145. 0.15% of 340,000 active. Keap1 Kelch-Nrf2 peptide fluorescence polarization, 1536-well. inhibition, % at 9.4 µM; in the data active means inhibition above about 12%; inconclusive means no clear call, values can overlap the other calls; inactive means below about 7.3%;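 further: human Keap1 Kelch domain with fluorescein labeled Nrf2 9mer peptide probe; 0% = neutral control wells and 100% = peptide positive control; higher means more block of Keap1 binding to Nrf2 peptide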
RTF Ca sens inh – cardiac RTF calcium desensitization | P19429+P45379 | IANBD-labeled cardiac RTF, Ca2+ fluorescence | inhibition, % at 7.15 µM | 0.12% of 340,000 active | AID 493244;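 active means inhibition above the mean inhibition of all tested compounds plus 3 SD, cut at about 17% in these data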;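 further: assay run at fixed EC70 calcium of 1.6 mM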
cardiac RTF act – cardiac RTF calcium sensitization; P19429+P45379; IANBD-labeled TnC RTF fluorescence at EC20 calcium; 0% EC20 calcium, 100% full calcium; activation, % at 7.2 µM; 0.24% of 340,000 active;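 active means activation above the mean over all tested compounds plus 3 SD, cut at about 30% in these data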;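 further: rise in fluorescence read as greater calcium sensitivity of cardiac thin filaments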
LANA DNA inh – inhibitors of KSHV LANA C-terminal domain DNA binding. MBP-C-LANA/FAM-LBS DNA binding, fluorescence polarization. inhibition, % at 9 µM. 0.078% of 340,000 active. AID 504423;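 active means highest replicate inhibition at or above 60% at 9 µM, even if other replicates fall short; inactive means all replicates below 60% inhibition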;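 further: 0% = neutral control wells and 100% = 4 µM acridine orange control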
Rtt109 HAT inh – inhibitors of Candida albicans Rtt109/Vps75 histone acetyltransferase | inhibition, % at 34.9 µM | 0.16% of 330,000 active | purified Rtt109/Vps75, ThioGlo CoA-SH fluorescence, 4 h;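 active means inhibition of at least 50% in every replicate; inconclusive means best replicate reaches 50% inhibition but some replicates fall short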
NSD2 inh – blocks human histone methyltransferase NSD2; NSD2 peptide methylation, AlphaScreen, 120 min; inhibition, % at 12.5 µM; O96028; 0.54% of 310,000 active; in the data active means inhibition above about 50%
Target sequence (O96028 whole entry, looked up): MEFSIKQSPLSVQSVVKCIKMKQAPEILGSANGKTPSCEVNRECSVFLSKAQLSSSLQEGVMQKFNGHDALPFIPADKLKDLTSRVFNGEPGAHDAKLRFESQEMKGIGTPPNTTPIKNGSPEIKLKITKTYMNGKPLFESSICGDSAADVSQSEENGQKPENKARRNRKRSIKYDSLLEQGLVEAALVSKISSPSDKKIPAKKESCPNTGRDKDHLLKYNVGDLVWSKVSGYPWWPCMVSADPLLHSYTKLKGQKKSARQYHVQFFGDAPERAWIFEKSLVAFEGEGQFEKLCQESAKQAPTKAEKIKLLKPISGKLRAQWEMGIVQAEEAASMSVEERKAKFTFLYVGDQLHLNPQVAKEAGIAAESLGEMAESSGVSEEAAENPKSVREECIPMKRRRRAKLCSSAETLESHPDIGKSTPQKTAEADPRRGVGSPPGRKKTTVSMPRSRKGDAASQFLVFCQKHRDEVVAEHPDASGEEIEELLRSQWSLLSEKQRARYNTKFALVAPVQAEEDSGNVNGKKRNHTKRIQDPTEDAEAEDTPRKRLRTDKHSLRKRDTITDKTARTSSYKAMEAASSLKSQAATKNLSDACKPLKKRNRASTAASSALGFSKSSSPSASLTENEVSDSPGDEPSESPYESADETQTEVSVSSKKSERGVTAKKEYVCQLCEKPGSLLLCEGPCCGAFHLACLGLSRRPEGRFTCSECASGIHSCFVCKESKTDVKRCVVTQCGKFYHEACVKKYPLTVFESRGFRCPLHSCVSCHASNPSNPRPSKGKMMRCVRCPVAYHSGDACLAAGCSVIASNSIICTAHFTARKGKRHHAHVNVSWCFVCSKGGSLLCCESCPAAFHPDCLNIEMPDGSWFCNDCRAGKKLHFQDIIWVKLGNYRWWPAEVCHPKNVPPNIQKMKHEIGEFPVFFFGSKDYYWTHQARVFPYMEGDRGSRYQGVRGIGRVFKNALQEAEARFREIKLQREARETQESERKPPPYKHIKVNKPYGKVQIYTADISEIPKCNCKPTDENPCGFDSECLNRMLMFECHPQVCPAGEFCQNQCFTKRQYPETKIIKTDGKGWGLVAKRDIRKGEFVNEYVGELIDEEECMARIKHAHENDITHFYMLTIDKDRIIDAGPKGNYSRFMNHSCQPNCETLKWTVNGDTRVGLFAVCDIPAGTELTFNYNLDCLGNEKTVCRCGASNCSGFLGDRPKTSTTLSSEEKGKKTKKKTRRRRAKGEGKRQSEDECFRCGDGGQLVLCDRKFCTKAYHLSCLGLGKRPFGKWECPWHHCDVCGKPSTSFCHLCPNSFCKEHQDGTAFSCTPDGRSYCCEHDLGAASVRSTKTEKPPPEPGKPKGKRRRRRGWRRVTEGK
dFosB activator – enhances mouse delta FosB homodimer DNA binding. 0.99% of 340,000 active. P13346. activation, % at 25 µM. purified delta FosB, TAMRA-CDK5 oligo fluorescence polarization; percent of positive-control signal above neutral wells;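 active means mean activation above about 17%, with every replicate also reaching it, limit read from the data, passing the limit was not always enough; inconclusive means only one of the two conditions met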;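 further: fluorescence polarization rise as delta FosB binds a TAMRA Cdk5 AP-1 oligo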
Mot1-301 SUMO – inhibitors of SUMOylation pathway: yeast Mot1-301 growth rescue | 1% of 320,000 active | S. cerevisiae Mot1-301 growth rescue, ATP luminescence, 38.5C; percent above DMSO median, 100 means doubled | growth rescue, % at 18.8 µM;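 active means every valid replicate shows activation above 250% relative to neutral control wells; inactive means the rest, any valid replicate at or below 250%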;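 further: OY570 slx delta 5 strain wells were the positive control but not used for scaling; some compounds called inactive have numbers as strong as hits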
PfHsp90 set2 – inhibits growth of yeast expressing Plasmodium falciparum Hsp90. S. cerevisiae expressing PfHsp90, BacTiter-Glo ATP, 48 h; yeast lacking PDR1 and PDR3 efflux regulators. inhibition, % at 9.4 µM. 0.32% of 310,000 active. AID 504621;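 active means every replicate shows inhibition above about 80%, whatever the replicate mean, limit read from the data; inconclusive means mean inhibition reaches the set limit but some replicate falls short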;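 further: 0% = DMSO neutral controls and 100% = 20 µM radicicol positive controls; yeast relying on Plasmodium falciparum Hsp90 in place of its own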
CDK5 p35 inh – CDK5/p35 (human) kinase inhibition. Q00535+Q15078. Recombinant CDK5/p35, ADP-Glo luminescence, 60 min. inhibition, % at 10 µM. 0.01% of 330,000 active;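 active means highest replicate inhibition of at least 50% and at least 75% of replicates reaching 50%; inconclusive means only one of the two criteria met; inactive means both criteria failed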;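 further: plate controls were DMSO neutral control for no effect and GW8510 at 10 µM for full effect; many of its hits are not listed in these tables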
The depositor's hits bear a star; i = inactive; ? = inconclusive; / = no result given.

SMILES	PvdQ acylase	Keap1 Nrf2 FP	RTF Ca sens inh	cardiac RTF act	LANA DNA inh	Rtt109 HAT inh	NSD2 inh	dFosB activator	Mot1-301 SUMO	PfHsp90 set2	CDK5 p35 inh
COc1ccc(SCc2noc(C(=O)NCC3CCCO3)c2C(=O)O)cc1 (stereo not given)	-1	0	10	4	0.3	0	/	8	5	19	-0.4
CCOc1ccc(/C=C2\SC(=S)N(NS(=O)(=O)c3ccccc3)C2=O)cc1OC	6	1	7	0	0.4	30	/	-6	10	-9	-0.7
COc1ccc(NC(=O)N2CCCC2C(=O)Nc2ccccc2)cc1 (stereo not given)	-19	2	4	2	-0.4	-34	1	-2	-5	10	-1.2
CCOC(=O)C1(CCOc2ccccc2)CCN(Cc2cccc3nonc23)CC1	8	3	1	-4	-1.7	/	-2	-10	/	-1	-1.7
Cc1ccc(C(=O)OCC(=O)N(C)c2ccccc2)c(C)c1	-8	1	-3	-5	-0.4	-4	6	-3	84	-17	0.1
CCOC(=O)C1=C(COC(=O)CCc2ccc(F)cc2)NC(=O)NC1C (stereo not given)	-5	-1	-1	-5	0.5	-9	0	-7	9	34	0.2
COc1ccc(N2C(=O)CC(Sc3nc(C)cc(C)c3C#N)C2=O)cc1 (stereo not given)	-2	-1	-7	2	-0.5	3	-1	-4	-16	7	2.3
CCCS(=O)(=O)c1nc(S(=O)(=O)c2ccc(C)cc2)c(NCCCn2ccnc2)s1	-7	-1	-4	3	-0.3	3	-1	-16	-5	1	-5.9
O=CNC1(c2ccccc2)CCCCC1	94*	-2	-3	-1	2.3	-2	-2	-4	/	-9	-1.7
COc1ccc(Cc2nnc(NC(=O)c3cccs3)s2)cc1	-8	-3	4	0	-1.3	-2	0	-8	-7	-18	-0.4
CC(C)NC(=O)COC(=O)c1ccc(Cl)c(S(N)(=O)=O)c1	22	-2	9	-5	-0.1	5	-2	-7	-2	/	-0.3
CCn1cc(Cl)c(C(=O)Nc2ccc(OC)c(OC)c2)n1	5	0	0	-4	-0.3	/	1	-2	75	-6	1.3
Cc1cc(NC(=O)COC(=O)C2COc3ccccc3O2)no1 (stereo not given)	-12	-4	-1	-3	1.1	4	-1	-3	41	-35	-4.0
Cc1c(NC(=O)c2ccc(Br)s2)c(=O)n(-c2ccccc2)n1C	-14	/	-3	0	/	0	/	6	-11	/	-0.9
COc1cccc(NC(=O)CN(C)C(=O)/C=C/c2cc(OC)ccc2OC)c1	-12	-1	-12	5	1.4	-136	9	-13	1	-11	-0.1
CN(C)Cc1c(C(C)(C)O)[nH]c2ccc(C(F)(F)F)cc12	-14	-2	10	0	-0.2	-5	/	-4	-4	4	1.1
CCOc1ccc(-c2cc(CCCC(=O)Nc3cc(OC)ccc3OC)no2)cc1	-12	-8	-5	6	0.0	8	-1	6	11	8	-0.3
CCOC(=O)N1CCN(S(=O)(=O)N2CCCC(C(=O)NCCCN3CC(C)CC(C)C3)C2)CC1 (stereo not given)	-6	1	0	-1	2.5	7	/	-1	1	14	0.4
COc1ccc(OC)c(Nc2c3ccccc3nc3ccccc23)c1	-3	-4	-3	-2	0.2	-5	7	37*	12	12	1.0
COc1ccc(Nc2ccc(S(=O)(=O)N3CCCCCC3)cc2[N+](=O)[O-])cc1	6	1	-4	-13	-1.9	12	4	-1	3	-30	1.4
CC[C@]12c3[nH]c4ccc(Cl)cc4c3CCN1C(=O)[C@@H](CC(=O)NCCCn1ccnc1)C[C@@H]2C(=O)N1CCN(C(=O)C2CC2)CC1	-6	-2	-4	1	-2.1	0	/	-11	/	-18	0.5
CCOC(=O)c1c(C)[nH]c(C(=O)CSc2nc(C)cc(C)n2)c1C	1	-5	10	3	0.7	/	2	5	-1	-2	0.5
COc1cc(C(=O)NNc2nc3cc4c(cc3s2)OCO4)cc(OC)c1OC	-9	-2	-9	7	-0.4	1	/	-7	-16	-67	-1.1
CC(C)C(C)(C#N)NC(=O)CN1C(=O)NC2(CCCc3ccccc32)C1=O (stereo not given)	-5	-1	-1	0	0.5	-8	-5	7	i	-10	0.7
COc1ccc(CC2(CO)CCN(S(=O)(=O)c3cccc4cccnc34)CC2)cc1	-11	2	-8	9	1.0	-2	0	-25	-2	23	-0.7
COC(=O)CC1=C(c2ccc([N+](=O)[O-])cc2)CCC1=O	-6	-2	8	1	2.3	-6	-1	-2	/	/	-1.3
CCOCC(=O)Nc1ccccc1C(=O)N1CCOCC1	2	-2	6	-1	-0.2	10	4	-10	-7	5	1.0
CCOC(=O)CSc1ccc(S(=O)(=O)N(C)C2CCCCC2)cc1[N+](=O)[O-]	-10	-2	4	-1	0.9	2	1	-2	192	/	-0.1
CCCCC(=O)Nc1ccc2c3c(cccc13)CC2	-4	-2	2	-2	2.4	-7	3	-3	31	-26	-2.7
CCOc1cc(CNCc2ccccn2)cc(Cl)c1OCC	-18	-1	-6	11	1.7	5	2	-10	-2	/	0.5
CC(C)n1nc(C(=O)NC2CCCCCC2)c2ccccc2c1=O	6	2	-3	-6	0.7	4	-5	-12	8	-2	0.7
N#C/C(=C/c1ccc(-c2ccc([N+](=O)[O-])cc2)o1)c1nnc(N2CCOCC2)n1-c1ccccc1	-2	1	-5	-2	-1.7	1	11	3	/	/	-1.2
O=C(O)c1ccccc1/C=N/NC(=S)NC1CCCCC1	-18	-2	-15	16	-0.1	-2	-6	0	-13	-1	-2.1
Cc1ccc(NC(=S)NCC2CCCO2)cc1C (stereo not given)	-2	-5	-3	-6	3.3	6	7	1	14	-8	-0.2
Cc1ccc(NC(=O)c2ccccc2)s1	-8	-1	5	-1	2.0	-4	3	4	7	/	-0.9
COc1cc(C(=O)NCCCN2CCCC2=O)ccc1OCc1ccc(Cl)cc1Cl	-11	-4	0	4	-0.3	6	-1	-24	/	/	-1.2
CC(=O)c1ccc(NS(=O)(=O)c2ccccc2)cc1	-15	-1	-5	2	0.4	4	-1	1	-2	-7	-2.2
Cc1c(C)c2ccc(OCC(=O)NC(Cc3ccc(Cl)cc3)C(=O)O)cc2oc1=O (stereo not given)	-6	0	-4	-6	0.7	-1	/	-6	18	-5	-0.6
O=C(CN1CCc2ccccc21)NC(c1ccccc1)c1ccccc1	7	0	-12	-3	-2.5	-4	-1	1	3	-2	-0.5
Clc1cccc(Cl)c1COc1ccccn1	11	0	5	-3	1.1	/	2	-1	8	/	-1.0
COc1ccc(-n2c(SCC(=O)NCC3CCCO3)nc3c(c2=O)SCC3)cc1OC (stereo not given)	-13	-2	-5	-1	1.1	-2	/	-1	672*	-29	0.9
CCOc1cc(C(=O)N/N=C/c2cn(-c3ccccc3)nc2-c2cc3ccccc3o2)cc(OCC)c1OCC	-16	-3	8	1	-2.3	-4	-5	-21	/	-11	-1.0
O=C(OCc1cn(Cc2ccccc2)nn1)c1ccccc1	20	-6	-3	-11	2.7	4	/	-4	1	17	2.7
Cc1ccccc1NC(=S)NC(=O)c1cc(-c2ccccc2)nc2ccccc12	-1	-3	-5	1	-1.1	3	2	-11	-18	13	-0.6
C#CCOCCOCCOCCNc1nc(N2CCN(C(=O)CCCCCCCCCCNC(=O)[C@H](CCCCN)n3cc(C[C@@H](C)CC)nn3)CC2)nc(N2CCN(C(=O)CCCCCCCCCCNC(=O)[C@@H]([C@H](C)O)n3cc(C)nn3)CC2)n1	-20	-9	-9	11	-2.4	?	/	-338	140	4	4.1
Cc1cccc(C(=O)OCC(=O)c2ccc(CC(=O)N3CCOCC3)s2)c1C	-4	-2	-10	-1	2.6	-1	0	-19	/	-5	-10
C#CCOCCOCCOCCNc1nc(N2CCN(C(=O)CCCCCCCCCCNC(=O)[C@@H](CCC(=O)O)n3cc(CCCCCN)nn3)CC2)nc(N2CCN(C(=O)CCCCCCCCCCNC(=O)[C@H]([C@@H](C)CC)n3cc(CCCCCN)nn3)CC2)n1	-7	-8	2	17	-4.9	7	/	-33	-19	4	-0.3
COc1ccc(-c2noc(CNS(=O)(=O)c3ccc(NC(C)=O)cc3)n2)cc1OC	-8	0	-3	-5	-0.9	0	-7	-3	40	-4	1.5
O=[N+]([O-])c1cccc(S(=O)(=O)[N-]c2nc3ccccc3nc2-n2cc[n+](Cc3ccccc3)c2)c1	5	-3	-1	2	0.3	15	-2	-8	-11	-14	5.5
CCCn1nnnc1SCC(=O)Nc1nnc(CC)s1	-3	3	-1	-2	0.5	-4	-5	-2	0	5	0.3
CCOCCCNC(=O)CN1C(=O)CSc2cc(S(=O)(=O)N3CCCCCC3)ccc21	21	1	7	-1	1.6	-3	-6	2	-8	3	1.2
O=C(O)Cc1ccc(O)c(F)c1	-2	-4	-2	5	-2.3	-5	/	2	13	-3	0.2
C[C@@H]1C=C(C(=O)N2CCOCC2)O[C@H](OCc2ccc(CO)cc2)C1	-8	-2	-14	17	0.7	-9	/	-5	-1	12	0.9
Cc1ccc(-c2nn(-c3ccccc3)cc2/C=N/NC(=O)c2ccncc2)o1	-4	-3	2	-2	-2.5	-7	1	26*	5	-57	0.8
CCN1CCCC1CNC(=O)C1CCCN(S(=O)(=O)c2cccc3nsnc23)C1 (stereo not given)	-8	-4	3	-1	-1.0	4	/	-1	12	-3	-0.6
O=c1cc(Cl)c(-c2ccccc2)n[nH]1	-15	-3	-6	6	-0.8	12	0	3	4	-4	-0.7
COc1cc(/C=N/NC(=O)c2cccnc2)ccc1OC(=O)c1cccc(Br)c1	-7	-2	1	1	1.0	-2	-2	-4	28	-8	-1.3
C/C(=N\NC(=O)c1cccc(S(=O)(=O)N2CCCC2)c1)c1ccc(OCC(=O)N(C)C)cc1	-1	-2	-1	-2	1.6	4	8	-2	-6	-1	-1.8
Cc1ccccc1-n1nc(-c2cccnc2)cc1C(=O)NN	-4	2	-11	2	0.5	5	0	-3	4	-13	-0.5
C/C(=C\C(=O)c1ccc(C)cc1)NCc1ccc(F)cc1	-2	-8	-1	6	0.5	-2	-3	-6	-6	-8	-1.6

Looked up by compound from above:
SMILES	PvdQ acylase	Keap1 Nrf2 FP	RTF Ca sens inh	cardiac RTF act	LANA DNA inh	Rtt109 HAT inh	NSD2 inh	dFosB activator	Mot1-301 SUMO	PfHsp90 set2	CDK5 p35 inh
CCOc1cc(C(=O)N/N=C/c2cn(-c3ccccc3)nc2-c2cc3ccccc3o2)cc(OCC)c1OCC	-16	-3	8	1	-2.3	-4	-5	-21	/	-11	-1.0
COc1cc(C(=O)NNc2nc3cc4c(cc3s2)OCO4)cc(OC)c1OC	-9	-2	-9	7	-0.4	1	/	-7	-16	-67	-1.1

Assay outcomes deposited in PubChem by several laboratories.
